# Screening data as filed in PubChem.
# HCV inh: blocks hepatitis C virus; Huh7.5.1 HCVcc-Cre infection, luciferase reporter, 44 h; Potency, µM (series often up to 41.8 µM), inactives show at the top dose activity change, negative = inhibition, usual class: inhibitors; hit rate 3.4% among 340,000; further: potency means the concentration at half of the fitted maximal effect
#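 Whole-lifecycle infectious HCVcc-Cre system; cells 1,000/well, compound then virus (~0.5 moi) added 4 h after plating, 44 h culture. Luciferase read 15 sec following 15 min substrate incubation, room temp.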
# AmpC inh no detg: blocks E. coli AmpC beta-lactamase in detergent-free assay; P00811; AmpC nitrocefin hydrolysis, absorbance 480 nm, 0.0001% Triton; Potency, µM (series often up to 57.1 µM), without a hit: at the top dose activity change, negative = inhibition, actives largely listed as inhibitors; hit rate 0.52% among 330,000; AID 485341;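 further: potency means the concentration at half of the fitted maximal effect; plate controls were no compound for no effect and no enzyme for full effect; nearly all actives have a fitted effect of over 20% in size; some results filed as inactive show a strong effect at the top dose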
# Target sequence (P00811 whole entry, looked up): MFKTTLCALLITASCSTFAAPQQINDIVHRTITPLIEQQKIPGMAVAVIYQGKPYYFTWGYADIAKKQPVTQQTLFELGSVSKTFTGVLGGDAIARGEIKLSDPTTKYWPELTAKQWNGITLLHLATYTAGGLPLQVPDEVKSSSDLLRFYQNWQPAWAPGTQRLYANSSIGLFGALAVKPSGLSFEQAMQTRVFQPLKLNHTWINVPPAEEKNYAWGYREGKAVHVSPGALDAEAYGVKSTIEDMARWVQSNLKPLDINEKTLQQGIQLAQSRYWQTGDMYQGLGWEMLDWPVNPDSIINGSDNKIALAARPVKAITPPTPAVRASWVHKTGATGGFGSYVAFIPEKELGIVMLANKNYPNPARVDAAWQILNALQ
#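 20 mM phosphate pH 7.0 + 0.01% (detergent screen) or 0.0001% Triton X-100; 5.3 nM AmpC reagent; cpd preinc 15 min RT; nitrocefin (800 uM stock) to start; A480 q20 s × 4 min; Activity was normalised to no-enzyme and no-compound control wells.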
# Giardia FBPA inh: blocks Giardia fructose-bisphosphate aldolase activity. A8B2U2. purified Giardia FBPA. Potency, µM (titrated, usually from 59.6 µM), for inactives: at the top dose activity, negative = inhibition, actives largely listed as inhibitors. hit rate 0.71% among 290,000. AID 2451; further: potency means the concentration at half of the fitted maximal effect; nearly all actives have a fitted effect of over 55% in size
# Target sequence (A8B2U2 whole entry, looked up): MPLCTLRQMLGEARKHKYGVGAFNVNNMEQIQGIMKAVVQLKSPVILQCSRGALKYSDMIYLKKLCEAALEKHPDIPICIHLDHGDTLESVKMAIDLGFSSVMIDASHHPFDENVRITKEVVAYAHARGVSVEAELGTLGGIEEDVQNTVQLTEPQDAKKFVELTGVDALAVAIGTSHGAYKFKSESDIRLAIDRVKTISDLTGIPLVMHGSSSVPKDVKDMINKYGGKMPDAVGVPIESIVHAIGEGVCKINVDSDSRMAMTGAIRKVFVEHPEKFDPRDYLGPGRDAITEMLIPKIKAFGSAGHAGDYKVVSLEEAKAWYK
#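 Giardia FBPA (40 nM reagent) was preincubated 10 min at RT with compound (up to 57.5 uM final), then substrate plus GAPDH/TPI/NAD/arsenate coupling system with diaphorase/resazurin was added; resorufin fluorescence (525/598 nm) was read after 20 min.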
# AmpC inh detg: blocks E. coli AmpC beta-lactamase in detergent assay | Potency, µM (doses to about 114 µM), for the others: at the top dose activity change, negative = inhibition, most hits filed as inhibitors | hit rate 0.041% among 370,000 | AID 485294 | AmpC hydrolysis of nitrocefin, absorbance 480 nm, 0.01% Triton | P00811;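 further: potency means the concentration at half of the fitted maximal effect; 0% = no-compound wells and -100% = no-enzyme wells; nearly all actives have a fitted effect of over 25% in size; some results filed as inactive show a strong effect at the top dose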
#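 20 mM phosphate pH 7.0 + 0.01% (detergent screen) or 0.0001% Triton X-100; 5.3 nM AmpC reagent; cpd preinc 15 min RT; nitrocefin (800 uM stock) to start; A480 q20 s × 4 min; Activity was normalised to no-enzyme and no-compound control wells.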
# HCMV antiviral: human cytomegalovirus inhibition | activity change, negative = inhibition, % at 57.5 µM | HFF cells, HCMV-luciferase reporter, 72 h; active compounds read low | hit rate 4.5% among 410,000; in the data active means activity change below about -60%; inconclusive means no clear call, values can overlap the other calls; inactive means above about -39%
#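 Luciferase read-out from HCMV-luciferase-infected HFFs (MOI 1 PFU/cell) 72 h post infection at 37C; compounds added after 16 h cell attachment; activity normalized between buffer-only basal and Salinomycin (10uM) inhibitor controls.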
# Sm TGR block: blocks Schistosoma mansoni thioredoxin glutathione reductase; Q962Y6; purified TGR, DTNB reduction, TNB absorbance 405 nm; hit rate 3% among 360,000; Potency, µM (highest dose often 114 µM), without a hit: at the highest dose activity change, negative = inhibition, actives largely listed as inhibitors; further: potency means the concentration at half of the fitted maximal effect; nearly all actives have a fitted effect of over 60% in size
#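 Kinetic colorimetric format: TGR-catalysed, NADPH-driven DTNB reduction monitored via TNB absorbance. Enzyme dispensed at 20 nM; compound exposure 15 min at room temperature before reaction start.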
# The depositor's hits bear a star; ? = inconclusive; · = not tested or not shown; & = joins results of further samples; [ ] = another dose, or the depositor's remark. Unless noted, the call rests on the fitted dose curve; in most records, active means well fitted curve in the direction sought with a large enough effect; inconclusive means small, poorly fitted or top-dose-only effect, or another doubt; inactive means no such curve, though single readings can be large; an effect the other way counts as inactive or inconclusive. Unless noted, on the % scale 0 is the no-effect control and ±100 the full control effect.
SMILES	HCV inh	AmpC inh no detg	Giardia FBPA inh	AmpC inh detg	HCMV antiviral	Sm TGR block
OCCC1CN(Cc2cccn2-c2cccnc2)CCN1Cc1ccccc1 (stereo unspecified)	15.4%	24.9%	2.9%	0.6%	-35.7	?
Cc1onc(C(=O)N2CCC(C(N)=O)CC2)c1-c1ccccc1Cl	2.8%	-23.7%	2.9%	-0.3%	74.0	10.8%[11.4 µM]
COc1nnc(OC)c2ccccc12	?	-0.1%	3.2%	5.0%	?	6.5%
Cc1ccc(N/C(CSC(N)=O)=N\S(=O)(=O)c2ccc(C)cc2)cc1	12.6%	-29.4%	3.3%	-7.8%	-4.1	-1.7%
Cc1ccccc1NC(=O)CCNC(=O)Cn1ccc2ccccc2c1=O	·	·	·	4.0%	10.6	10.5%
O=C(NCc1ccc2c(c1)OCO2)c1ccco1	6.0%	10.9%	0.2%	1.5%	-13.2	-11.0%
Cc1cccnc1NC1(C(F)(F)F)N=C(c2ccccc2)NC1=O (stereo unspecified)	16.0%	-24.2%	-0.8%	-9.6%	-18.3	-17.5%
CCOc1ccc(NC(=O)C2CCN(S(=O)(=O)c3cc(-c4noc(C)n4)ccc3C)CC2)cc1	·	·	·	8.9%	10.9	0.9%
CCc1c(C)sc(NC(=O)CC#N)c1C#N	-8.3%	-46.9%	-27.3%	?	6.5	0.7%
CCS(=O)(=O)N1CCC(C(=O)NCCN2CCN(Cc3ccccc3)CC2)CC1	4.3%	-22.6%	·	-8.0%	-0.5	11.5%
Cc1ccc(C(c2sc3ncnn3c2O)N2CCC(C)CC2)cc1 (stereo unspecified)	12.8%	17.9%	-1.5%	-3.8%	3.3	-17.6%
Cc1nnc(NC(=O)C(=O)c2cc(C)n(-c3ccc(C)c(C)c3)c2C)s1	·	·	·	-5.4%	-8.5	-3.2%
CCCOC(=O)c1ccc(NC(=O)Cc2csc(C)n2)cc1	·	·	·	7.5%	15.0	-2.9%
O=[N+]([O-])c1cc(/C=N/N2CCOCC2)cs1	?	-5.8%	6.2%	-11.3%	-17.9	15.0%
O=C(NNC(=O)C1CCN(Cc2ccccc2)CC1)c1cccs1	0.3%	-1.8%	-0.2%	5.6%	1.9	·
CCc1ccc(C2C(C#N)=C(N)C(C#N)(C#N)C3=CCC(C(C)(C)C)CC32)cc1 (stereo unspecified)	?	-29.0%	?	-7.0%	·	?
COc1ccc(CC(=O)N(C)CC(=O)Nc2ccc(F)cc2)cc1S(=O)(=O)N1CCOCC1	-7.3%	10.1%	·	1.9%	77.7	-17.6%
CCN(CC)C(=O)CSc1nc2ccc(NC(=O)CSc3nnc(N)s3)cc2s1	?	-28.4%	-12.7%	-15.8%	13.7	2.9%
COc1ccc(S(=O)(=O)N2Cc3ccccc3CC2C(=O)N2CCOCC2)cc1 (stereo unspecified)	5.6%	-3.5%	11.1%	?	13.8	3.3%
CCOC(=O)C1=NN(C(C)=O)C2(CC(=O)N(c3cccc(C)c3)C2=O)C1 (stereo unspecified)	4.4%	-0.4%	1.7%	?	-29.8	1.9%

# More records:
SMILES	HCV inh	AmpC inh no detg	Giardia FBPA inh	AmpC inh detg	HCMV antiviral	Sm TGR block
CCN(CC)CCCNC(=O)CCn1nc(-c2ccccc2)ccc1=O	10.6%	-12.2%	2.8%	?	14.2	-25.7%
CC(=O)c1c(C)[nH]c(C(=O)N2CCCCCC2)c1C	7.8%	-16.7%	-0.2%	-6.2%	8.1	-1.2%
CCCc1nnc(NC(=O)OCC)s1	13.1%	-5.7%	0.8%	-6.9%	38.6	-0.4%
Cc1cc(=O)[nH]c(SCC(=O)c2ccccc2)c1C#N	11.7%	-27.7%	?	-10.7%	25.9	3.1%
COc1nccnc1NS(=O)(=O)c1ccc(NC(=O)c2cccc(C)c2)cc1	6.9%	-4.0%	4.1%	-6.5%	2.8	·
CCOc1ccccc1N1CC(C(=O)N2CCN(Cc3ccc(C#N)cc3)CC2)CC1=O (stereo unspecified)	6.9%	62.0%[activator]	·	4.8%	-35.8	-15.8%
CC(=O)Nc1cccc(N=NN2CCOCC2)c1	0.4%	-16.0%	5.2%	-2.4%	?	-9.0%
COc1cc(N2N=C(c3ccccc3)CC2c2ccccc2)c(C=O)cc1C=O (stereo unspecified)	?	-21.6%	4.0%	-2.8%	-26.8	2.0%
COc1ccc(C2c3ccsc3CCN2C(=O)NC(C)(C)C)cc1 (stereo unspecified)	22.4µM*	-4.4%	-3.6%	-13.8%	-39.2	-2.3%
O=C(NN1C(=O)C2C3C=CC([C@@H]2C1=O)C31CC1)c1ccccc1 (stereo partly specified)	7.3%	2.4%	3.0%	3.6%	16.6	-0.4%
CCc1ccc(Cn2nnc(C(=O)Nc3cccc(C)c3)c2N)cc1	-7.9%	-12.1%	1.0%	-6.6%	26.6	-15.0%
CN(c1ccccc1C(=O)N1CCN(c2cccc(Cl)c2)CC1)S(C)(=O)=O	10.7%	137.0%[activator]	6.6%	-15.0%	-10.8	-2.5%
CCn1c(SCC(=O)c2c(N)n(C)c(=O)n(C)c2=O)nc2sc(C)c(C)c2c1=O	·	4.9%	11.3%	-14.4%	·	-7.7%
O=C(CN1CCN(S(=O)(=O)c2ccccc2F)CC1)NC1CCCC1	5.9%	0.6%	-3.7%	5.4%	-2.0	-5.0%
CC(C)(C)C(=O)NC1CCN(S(=O)(=O)c2cccc(C(F)(F)F)c2)CC1	-6.0%	-3.1%	2.3%	-10.2%	49.6	-31.2%
CC(NC(=O)CN1CCN(S(=O)(=O)c2ccc(Br)cc2)CC1)c1ccccc1 (stereo unspecified)	-7.0%	132.3%[activator]	·	-14.3%	0.9	-1.3%
CSc1ccccc1NC(=O)Nc1cccc2ccccc12	-6.2%	-22.2%	·	14.6%	10.6	-0.5%
COc1ccc(/C=C2/C(=O)NC(=O)N(c3ccccc3)C2=O)cc1CN1C(=O)c2ccccc2C1=O	3.9%	-23.3%	1.8%	-14.5%	·	?
Cc1ccc(S(=O)(=O)c2nnn3c2nc(N2CCN(c4ccccc4F)CC2)c2cc(Cl)ccc23)cc1C	·	·	·	3.1%	11.3	1.4%
O=C(Nc1ccccn1)C1CCN(C(=O)c2ccc(F)cc2)CC1	-1.9%	-4.3%	·	?	0.8	0.3%

# Additional entries follow.
SMILES	HCV inh	AmpC inh no detg	Giardia FBPA inh	AmpC inh detg	HCMV antiviral	Sm TGR block
COc1ccc(-c2oc3ccccc3c2C(=O)Oc2ccccc2)cc1	-0.4%	-30.4%	7.0%	-5.2%	-6.2	-23.0%
Cc1ccc(S(=O)(=O)NNC(=O)c2ccc(F)cc2)cc1	14.7%	-8.4%	-13.5%	1.8%	16.7	0.8%
COc1ccc(S(=O)(=O)N2CCOCC2)cc1NC(=O)COc1ccc(C)cc1	-14.4%	76.7%[activator]	·	·	-12.1	·
COCCNc1ccc(-c2nc(-c3ccncc3)no2)cc1[N+](=O)[O-]	·	·	·	19.6%	19.2	9.0%
CCn1c(=O)[nH]c2cc(C(=O)Nc3cc(C)cc(C)c3)ccc2c1=O	?	-0.1%	8.6%	-6.7%	-4.1	·
CC(Sc1nc(N(C)C)nc(N2CCOCC2)n1)C(=O)Nc1ccccc1 (stereo unspecified)	?	25.1%	4.4%	1.1%	-4.4	-16.0%
Cc1ccc(S(=O)(=O)N2CCOCC2)cc1C(=O)Nc1ccc(C(N)=O)cc1	19.4%	6.5%	4.7%	7.4%	10.4	10.4%
O=C(Cn1cc([N+](=O)[O-])cn1)NCCc1nc2ccccc2[nH]1	9.3%	-27.3%	1.4%	0.8%	-17.6	21.7%
COC(=O)Cc1c(C)nc2nc[nH]n2c1=O	2.9%	-23.8%	-17.7%	4.0%	-17.8	0.5%
CCOC(=O)[C@H]1CCC[C@@H](NS(=O)(=O)c2ccc(NC(C)=O)cc2)C1	0.8%	-6.1%	5.4%	-5.5%	-38.4	5.7%
O=C(NC1CCN(Cc2ccccc2)CC1)C1CCN(S(=O)(=O)c2cccc3nsnc23)CC1	8.3%&17.9%	-9.5%	-2.7%	1.9%	-61.7*	3.9%
O=C(NCc1ccc(F)cc1)C1CCN(S(=O)(=O)c2ccc(Cl)cc2)CC1	19.3%	11.4%	9.1%	?	-25.9	3.9%
CCN(CC)C(=O)COc1ccc2c(-c3ccc(OC)cc3)cc(=O)oc2c1	?	76.9%[activator]	8.1%	-4.4%	-28.2	-3.1%
O=C(c1cc([N+](=O)[O-])ccc1Cl)N1CCN(c2ccc(F)cc2)CC1	9.9%	6.2%	0.3%	-7.0%	8.8	-3.9%
Cc1c(NC(=O)c2cccc(NC(=O)Cc3c(F)cccc3Cl)c2)c(=O)n(-c2ccccc2)n1C	-0.9%	-19.6%	·	5.7%	-9.3	-20.8%
O=C(Nc1cccnc1Cl)c1cc(-c2ccc(O)cc2)on1	-6.0%	-18.6%	3.9%	-9.3%	49.2	-2.0%
CCC(C(=O)Nc1c[nH]c(=O)[nH]c1=O)c1ccccc1 (stereo unspecified)	18.7%	-25.4%	-1.6%	-1.9%	14.6	-10.0%
CC1(C)Cc2c(cnn2-c2cccc(F)c2)C(NC(=O)CCN2CCCC2=O)C1 (stereo unspecified)	4.1%	34.3%	4.2%	?	-16.4	-19.0%
CC1CCN(C(=O)COc2ccccc2F)CC1	-0.9%	3.1%	-0.1%	?	39.3	4.5%
CN(C)S(=O)(=O)c1cccc(NC(=O)c2cccc(NS(=O)(=O)c3ccccc3)c2)c1	12.6µM*	-46.0%	-0.8%	-0.6%	-88.9*	-8.1%

# Profiles, quoted from the list:
# Entry for CC1CCN(C(=O)COc2ccccc2F)CC1 → HCV inh: -0.9%; AmpC inh no detg: 3.1%; Giardia FBPA inh: -0.1%; AmpC inh detg: ?; HCMV antiviral: 39.3; Sm TGR block: 4.5%
# Entry for CCC(C(=O)Nc1c[nH]c(=O)[nH]c1=O)c1ccccc1 (stereo unspecified) → HCV inh: 18.7%; AmpC inh no detg: -25.4%; Giardia FBPA inh: -1.6%; AmpC inh detg: -1.9%; HCMV antiviral: 14.6; Sm TGR block: -10.0%

# (listing goes on)
SMILES	HCV inh	AmpC inh no detg	Giardia FBPA inh	AmpC inh detg	HCMV antiviral	Sm TGR block
CCN(CC)C(=O)c1sc(NC(=O)c2ccncc2)c(C(=O)OC)c1C	0.3%	-11.7%	4.6%	0.0%	6.2	2.3%
O=C(CC(=O)N/N=C\c1ccccc1[N+](=O)[O-])NCCc1ccccc1	-5.3%	-25.1%	7.4%	-3.6%	-1.1	7.5%
CN(Cc1ccccc1)c1ccc(C(CC(N)=O)NC(=O)c2ccccc2)cc1[N+](=O)[O-] (stereo unspecified)	?	0.5%	19.7%	-12.8%	-39.9	0.0%
Cc1ccc(S(=O)(=O)c2nc(-c3ccco3)oc2SCC(=O)Nc2ccc(F)cc2)cc1	·	·	·	-0.8%	1.9	-30.5%
O=C(c1ccc(Cn2c(=O)[nH]c3ccccc3c2=O)cc1)N1CCN(c2ccc(Cl)cc2)CC1	11.2µM*	-1.4%	0.6%	-9.7%	?	1.2%
COc1cc(-c2nnc(-c3ccncc3)o2)ccc1OCc1ccccc1	-12.4%	-3.4%	1.6%	-9.3%	-16.2	0.0%
